ARNT-TACC3 inh – disruptors of ARNT/TACC3 protein interaction, primary screen, biochemical, AlphaScreen, single concentration. Transforming acidic coiled-coil-containing protein 3 (Homo sapiens), Q9Y6A5. AlphaScreen His-ARNT PAS-B/GST-TACC3 binding, luminescence; TACC3 fragment carries E629A point mutation. inhibition, % at 9.99 µM. 390,000 tested, 0.66% active;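 active means mean inhibition of replicates at least 50% and at least half of replicates each reaching 50%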;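 further: 0% = complete ARNT plus TACC3 wells and 100% = ARNT alone without TACC3; many hits fall short of the cut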
C2C12 statin – suppressors of statin myotoxicity in C2C12 myotubes, primary screen, cell-based, single point, plate reader; C2C12 myotubes + simvastatin, ATP luminescence, 48 h; scaled: DMSO 0, geranylgeraniol control 100; rescue of ATP level, % at 7.49 µM; 330,000 tested, 0.78% active;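 active means mean ATP rescue above about 67%, or every replicate alone reaching that limit, limit read from the data, passing the limit was not always enough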;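 further: myotubes were challenged with 10 µM simvastatin during compound exposure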
PglD DTNB – C. jejuni PglD acetyltransferase inhibitors, primary screen, biochemical, DTNB colorimetric, single point; purified PglD enzyme, DTNB colorimetric CoA detection; inhibition, % at 12.5 µM; AID 602405, 2012; 360,000 tested, 0.098% active; in the data active means inhibition above about 16%, passing the limit was not always enough; further: strong numbers were not always called active
INS-1E GSIS act – GLuc luminescence reporter in INS-1E cells, primary screen for activators of glucose-dependent secretion of insulin; activation, % at 16.6 µM; AID 743287, 2014; 370,000 tested, 0.61% active; INS-1E GLuc reporter insulin secretion, 2-3 h;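 active means lowest replicate activation of at least 40%, so every replicate reaches that level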;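 further: 0% = median of neutral control wells and 100% = median of IBMX positive control wells; some compounds called inactive have numbers as strong as hits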
PGC1a acetyl inh – inhibitors of PGC1a acetylation signal, primary screen, cell-based, U2OS, AlphaScreen, inhibitor mode; AlphaScreen anti-acetyl-lysine; with virally co-expressed GCN5 acetyltransferase; inhibition, % at 15.6 µM; 350,000 tested, 0.17% active;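 active means every replicate shows inhibition of at least 40%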;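 further: 0% = neutral control wells and 100% = positive control wells; some results beyond the cut were filed as inactive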
Cneo AK release – Cryptococcus neoformans cell lysis inducers, primary screen, AK release luminescence, single concentration; C. neoformans lysis, adenylate kinase release luminescence, 4 h; normalised: neutral wells 0, clomiphene wells 100; lysis activity, % at 15 µM; 360,000 tested, 0.2% active; AID 651654, 2012;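 active means mean lysis activity across replicates of at least 80%, whatever share of replicates individually reach that level; inactive means mean lysis activity below 80%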
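Schedule: static 4 h at 37 °C with compound, 1 h detection; system: C. neoformans cells; benchmarks: Clomiphene as positive control; buffer or medium: fresh YPD medium; measure: luminescence rise reflecting yeast cell lysis; measured by: luminescent adenylate kinase detection reagent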
LGR2 antag – inhibitors of bursicon-induced LGR2 CRE-luciferase signal, primary screen, cell-based, HEK293, CRE-luciferase reporter, bursicon stimulation; Drosophila bursicon receptor LGR2 (rickets); bursicon-stimulated, 4 h; inhibition, % at 9.99 µM; 380,000 tested, 0.35% active; AID 720647, 2013;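 active means drop in luminescence signal, shown as inhibition above about 50% in the replicate tests, limit read from the data, passing the limit was not always enough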;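 further: agonist challenge used bursicon conditioned medium at about half maximal strength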
PAX8 inh HTS – inhibitors of PAX8-driven TPO luciferase reporter, primary screen, RMG-I cells, single concentration; inhibition, % at 12.6 µM; 360,000 tested, 1.2% active; SteadyGlo, 24 h;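 active means mean replicate inhibition at least 60% with every replicate also reaching 60%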;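 further: luciferase light reporting Pax8 driven TPO promoter activity; plate controls were median of neutral control wells for no effect and mitoxantrone controls for full effect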
Active calls of the source: *; . = no result given.

Order of values: Cneo AK release	C2C12 statin	PGC1a acetyl inh	INS-1E GSIS act	PglD DTNB	LGR2 antag	PAX8 inh HTS	ARNT-TACC3 inh
COc1cccc(-c2cn(CC[C@H]3CC[C@@H](NC(=O)CN(C)C)[C@H](CO)O3)nn2)c1
→ 5	1	-3	-3	2	5	8	14
CCOC(=O)N1CCc2c(sc(NC(=O)CCS(=O)(=O)c3ccccc3)c2C(N)=O)C1
→ -2	.	-3	10	-3	3	23	.
O=C(Nc1ccc2c(c1)[C@@H]1C[C@H](CC(=O)N3CCOCC3)O[C@@H](CO)[C@@H]1O2)c1ccc2c(c1)OCO2
→ -31	1	0	-4	0	-8	-7	1
CC1CCN(S(=O)(=O)c2ccc(NC(=O)Cc3ccc(S(=O)(=O)N4CCOCC4)s3)cc2)CC1
→ -1	4	-9	-28	7	-4	51	-2
NS(=O)(=O)c1ccc(CCNC(=O)Cc2ccccc2[N+](=O)[O-])cc1
→ .	13	3	-3	.	.	33	0
O=C(Nc1cccc(C(F)(F)F)c1)c1csc(COCCO)n1
→ 0	1	-8	13	-2	1	-14	.
COc1ccc(/C=C/c2c([N+](=O)[O-])c(=O)n(C)c(=O)n2C)cc1OC
→ 3	20	0	36	0	11	.	2
CC(C)(C)c1ccc(C2C(C#N)=C(N)Oc3n[nH]c(-c4cccnc4)c32)cc1 (stereo unspecified)
→ -5	-5	1	-52	3	3	15	0
CC(=O)NC1=NN(C(C)=O)C(C)(CC(=O)OC(C)(C)C)S1 (stereo unspecified)
→ .	.	3	6	.	-15	12	1
Cc1ccccc1C(=O)Nc1ccnn1C1CCN(Cc2ccc(CO)o2)CC1
→ 1	15	2	26	-5	3	-15	-34
CC(C)COc1ccc(C(=O)Nc2ccccc2[N+](=O)[O-])cc1
→ .	.	.	-33	.	-64	-174	3
O=C(Nc1ccncc1)c1ccc(Cl)c(S(=O)(=O)N2CCCC2)c1
→ -5	1	.	-31	4	3	3	3
C[C@H]1CN([C@@H](C)CO)S(=O)(=O)c2ccc(C#CC3(O)CCCC3)cc2O[C@@H]1CN(C)C(=O)Nc1ccccc1
→ -1	-120	-6	-10	2	8	.	2
CC1=C(C(=O)OCC(C)C)C(c2ccsc2)NC(=O)N1 (stereo unspecified)
→ -1	5	12	.	5	.	.	-1
COc1ccc(CNCc2cccc(OC)c2OC)cc1Br
→ .	.	.	16	.	16	5	5
CC(=O)C1=C(O)C(=O)N(Cc2ccco2)C1c1ccccc1F (stereo unspecified)
→ .	.	.	-11	.	-20	3	-7
COc1cccc(NC(=O)N[C@@H]2CC[C@H](CC(=O)Nc3ccc(-c4ccccc4)cc3)O[C@@H]2CO)c1
→ 0	11	-2	-16	1	15	45	18
COc1ccc(S(=O)(=O)Nc2ccc3c(c2)C(=O)N([C@H](C)CO)C[C@H](C)[C@@H](CN(C)CC2CC2)OCCCC[C@H](C)O3)cc1
→ 0	17	-9	-5	-3	-2	0	-3
COC(=O)c1ccccc1NC(=O)c1cc(-c2ccc(C)cc2)on1
→ -2	12	6	.	3	.	.	9
COc1ccc(S(=O)(=O)N2CCN(C(=O)NC3CCCCC3)CC2)cc1OC
→ 0	30	-11	-6	0	.	.	-7

Some of the entries so far, field by field:
> C[C@H]1CN([C@@H](C)CO)S(=O)(=O)c2ccc(C#CC3(O)CCCC3)cc2O[C@@H]1CN(C)C(=O)Nc1ccccc1
  Cneo AK release: -1 | C2C12 statin: -120 | PGC1a acetyl inh: -6 | INS-1E GSIS act: -10 | PglD DTNB: 2 | LGR2 antag: 8 | PAX8 inh HTS: . | ARNT-TACC3 inh: 2
> CC(=O)NC1=NN(C(C)=O)C(C)(CC(=O)OC(C)(C)C)S1 (stereo unspecified)
  Cneo AK release: . | C2C12 statin: . | PGC1a acetyl inh: 3 | INS-1E GSIS act: 6 | PglD DTNB: . | LGR2 antag: -15 | PAX8 inh HTS: 12 | ARNT-TACC3 inh: 1
> COC(=O)c1ccccc1NC(=O)c1cc(-c2ccc(C)cc2)on1
  Cneo AK release: -2 | C2C12 statin: 12 | PGC1a acetyl inh: 6 | INS-1E GSIS act: . | PglD DTNB: 3 | LGR2 antag: . | PAX8 inh HTS: . | ARNT-TACC3 inh: 9
> CC(C)(C)c1ccc(C2C(C#N)=C(N)Oc3n[nH]c(-c4cccnc4)c32)cc1 (stereo unspecified)
  Cneo AK release: -5 | C2C12 statin: -5 | PGC1a acetyl inh: 1 | INS-1E GSIS act: -52 | PglD DTNB: 3 | LGR2 antag: 3 | PAX8 inh HTS: 15 | ARNT-TACC3 inh: 0

Other structures follow.
Order of values: Cneo AK release	C2C12 statin	PGC1a acetyl inh	INS-1E GSIS act	PglD DTNB	LGR2 antag	PAX8 inh HTS	ARNT-TACC3 inh
O=C(Nc1ccc(Cl)c(Cl)c1)Nc1ccon1
→ -19	-28	8	-38	1	0	-9	-13
c1ccc2nc(N3CCN(Cc4ccc5c(c4)OCO5)CC3)cnc2c1
→ -1	4	0	-17	-5	-18	0	5
NS(=O)(=O)c1cc(C(=O)OCC(=O)c2ccccc2)c(Cl)cc1Cl
→ .	.	5	6	.	0	-12	5
COc1ccc(C(=O)NCc2ccc(C)cc2)cc1S(=O)(=O)N1CCCC1
→ 0	4	.	0	-1	-13	-3	24
O=C(c1ccccc1)N1CC(=O)N2[C@H](C1)[C@@H](c1ccc(C#CC3CC3)cc1)[C@@H]2CO
→ .	.	1	-10	.	-4	20	.
Cc1c(Cl)cccc1NC(=O)CC(NCCN1CCOCC1)C(=O)O (stereo unspecified)
→ 2	.	8	16	0	18	-2	-2
CCNC(=O)C1(C)CCCN(C(=O)c2ccc3sccc3c2)C1 (stereo unspecified)
→ 0	5	3	-3	12	-3	18	.
O=C(O)C1CCN(Cc2ccccn2)CC1
→ .	8	3	6	.	12	24	2
COc1ccc(C(C)(O)c2nc(-c3csc4ccccc34)cs2)cc1 (stereo unspecified)
→ 2	-16	-8	-6	0	-26	9	.
CC(c1ccccc1)N1C(=O)c2ccc(C(=O)NCc3ccco3)cc2C1=O (stereo unspecified)
→ 2	.	-7	.	-2	.	.	-1
Cc1ccc(S(=O)(=O)N(C)C[C@H]2Oc3ccc(NS(=O)(=O)c4ccc(Cl)cc4)cc3CC(=O)N([C@H](C)CO)C[C@@H]2C)cc1
→ 0	24	-6	-6	1	11	18	7
CN(C)c1ccc(C(=O)N(Cc2ccccc2)Cc2ccccc2)cc1
→ 1	1	.	-12	-3	-2	-1	-37
O=C(Nc1ccc(F)cc1)N1CCCCN2[C@H](CO)[C@H](c3ccc(C#Cc4ccccc4)cc3)[C@H]2C1
→ 0	.	-65	-24	-1	21	38	-30
COc1ccc(C)cc1NC(=O)C(=O)NCc1ccncc1
→ 3	-2	5	4	8	.	.	.
O=C(COC(=O)c1cc(S(=O)(=O)N2CCCC2)ccc1O)Nc1ccc(F)cc1F
→ -1	6	-4	-8	-7	23	9	5
COc1ccccc1N1CC(C(=O)Nc2nnc(SCC(=O)NC(C)C)s2)CC1=O (stereo unspecified)
→ -1	.	.	2	0	0	17	-4
COc1ccc2c3c(n(C)c2c1)[C@@H](CO)N(CC1CC1)CC31CN(C(=O)NC2CCCC2)C1
→ .	.	-3	-1	.	0	-6	.
COc1ccc(CN(N=O)C2CC(=O)N(c3ccc(OC)cc3)C2=O)cc1 (stereo unspecified)
→ -1	8	14	-9	-4	-2	-8	.
CC(=O)Nc1ccc(S(=O)(=O)Nc2nc3ccccc3nc2Nc2ccc(O)cc2)cc1
→ .	.	.	9	.	2	-44	-8
NS(=O)(=O)c1ccc(NC(=O)N[C@@H](Cc2ccccc2)C(=O)O)cc1
→ -1	2	8	.	6	.	.	-8
O=C(NC1CCCC1)N1CCCCN2[C@H](CO)[C@H](c3ccc(-c4ccncc4)cc3)[C@@H]2C1
→ -1	.	9	-2	2	14	0	-10
COc1ccc(OCCSc2nnc(CC(=O)Nc3cccc(Cl)c3Cl)n2C)cc1
→ 3	9	-6	.	-6	.	.	2
CCCN(C)C[C@H]1Oc2cc(C#C[C@H](C)O)ccc2S(=O)(=O)N([C@@H](C)CO)C[C@H]1C
→ 5	-9	12	1	-1	12	.	-2
COc1cccc(CN2CC(C(=O)NCCC3=CCCCC3)CCC2=O)c1 (stereo unspecified)
→ 4	5	7	-17	3	4	-11	-3
CN1CCN(C(=O)c2cc(Cl)cc(Cl)c2)CC1
→ 2	4	0	-6	4	2	0	2
COc1ccc(-c2nc(CN3CCC(C(=O)N4CCOCC4)CC3)c(C)o2)cc1C
→ -2	1	-8	-8	3	-7	-9	2
CC12CC3CC(C)(C1)CC(C(=O)N1CCCC1)(C3)C2
→ 1	0	-18	.	-6	.	-10	26
Nc1cnccc1Oc1cccc(C(F)(F)F)c1
→ .	.	.	-4	.	-11	8	-4
C=C(Br)Cn1cnc2ccccc21
→ .	.	5	-3	.	5	19	-5
Cc1ccc(CS(=O)(=O)CCC(=O)NC2CC2)cc1
→ 0	7	6	6	-3	16	.	-4
Cc1ccc(-c2nn(-c3ccccc3)cc2C(=O)Nc2cccc(S(=O)(=O)N3CCOCC3)c2)cc1
→ .	.	.	11	.	19	1	-5
CO[C@@H]1CN(C)C(=O)c2cc(NC(=O)c3cccc(Oc4ccccc4)c3)ccc2OC[C@H](C)NC[C@H]1C
→ .	-77	-7	-8	.	-7	.	.
CCCOC(c1ccccc1)(c1ccccc1)C(Oc1nc(C)cc(C)n1)C(=O)O (stereo unspecified)
→ -2	3	6	27	-2	7	12	-7
O=C(COc1ccccc1)NC1=NCCS1
→ -4	-9	-8	.	.	.	-21	-23
CCc1ccc(Nc2oc(C)cc(=O)c2C(C)=O)cc1
→ 3	-1	13	.	1	.	12	24
CCOc1ccc2nc(SC(C)C(N)=O)[nH]c2c1 (stereo unspecified)
→ -3	-5	-1	.	-1	.	.	-5
COCCCNC(=O)Cn1cnc2sc(C)c(S(=O)(=O)N3CCN(c4ccccc4OC)CC3)c2c1=O
→ 2	-4	7	0	-1	-19	-6	4
Cc1ccc(NC(=S)c2ccncc2)c(C)c1
→ -7	8	-164	-1	-1	-4	2	1
Cn1c(SCC(=O)NNC(=O)c2ccc(Br)cc2)nnc1-c1cccnc1
→ .	.	.	0	.	16	-1	-1
CCCCn1cnc2c(SCc3cccc(F)c3)nc(N)nc21
→ -5	1	-13	-18	-6	-15	-61	-10
COc1cc2c(cc1[N+](=O)[O-])-c1ccc([N+](=O)[O-])cc1C2=NNC(N)=S
→ 0	-9	-8	.	0	.	.	.
Cc1noc(C)c1S(=O)(=O)NC(=O)C1(C)CCN1C(=O)Cc1ccc(Cl)cc1Cl (stereo unspecified)
→ -2	1	.	-4	-3	20	3	.
COc1ccccc1N(CC(N)=O)S(=O)(=O)c1ccc(C)cc1
→ .	9	-23	23	.	-1	.	-4
